Gal4-VP16 FLuc: inhibits Gal4-VP16 luciferase reporter, ROR gamma counter-screen; Drosophila S2 Gal4-VP16 UAS-luciferase, luminescence, 20 h; Potency, µM (top dose mostly 53.6 µM), for inactives: at the top dose activity, negative = inhibition, usual class: inhibitors; hit rate 3.5% among 310,000; AID 2546;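 further: Gal4-VP16 expression switched on by copper sulfate through the metallothionein promoter; on the % scale 0 is the no-effect control and ±100 the full control effect; nearly all actives have a fitted effect of over 50% in size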
uPA generation: blocks generation of uPA at the cell surface; cell surface uPA generation assay, qHTS; hit rate 0.31% among 330,000; Potency, µM (highest dose often 38.3 µM), for inactives: at the top dose activity change, negative = inhibition, actives largely listed as inhibitors; active means well fitted inhibition curve with a large enough effect; inconclusive means small, poorly fitted or top-dose-only effect; inactive means no such curve, though single readings can be large or run the other way; tested in mouse RAW 264.7 cells; further: on the % scale 0 is the no-effect control and ±100 the full control effect; nearly all actives have a fitted effect of over 55% in size
NPC1 promoter act: activates the NPC1 promoter; Huh7 NPC1 promoter luciferase reporter, 24 h; Potency, µM (titrated, usually from 9.22 µM), inactives show at the highest dose activation, most hits filed as activators; hit rate 2.4% among 320,000; AID 485313;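 further: % of control where 0% means no effect; nearly all actives have a fitted effect of over 60% in size; reporter is driven by a mutant NPC1 promoter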
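NPC1 promoter–luciferase Huh7 cells; 24 h compound; luminescence.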
MBNL1 CUG block: blocks human MBNL1 binding to CUG repeat RNA | Q9NR56 | TR-FRET MBNL1-His/biotin-(CUG)12 binding, 665/545 ratio | Potency, µM (top dose mostly 57.5 µM), for the others: at the highest dose activity change, negative = inhibition, hits mostly inhibitors | hit rate 0.036% among 280,000 | AID 2675; active means well fitted inhibition curve with a large enough effect in the signal ratio, with a control signal flat, not every such curve was filed as active; inconclusive means small, poorly fitted or top-dose-only effect, or effect the other way, or a change in a side signal; inactive means no such curve, though single readings can be large or run the other way; the % refers to the signal ratio; further: on the % scale 0 is the no-effect control and ±100 the full control effect
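His-tagged MBNL1 binding to biotinylated (CUG)12 RNA was measured by TR-FRET using terbium anti-His antibody (0.055 ng/ul final) and streptavidin-XL665 (5 nM final). Compounds were titrated 92 nM to 58 uM; 60 min at room temperature.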
ELG1 genotoxic: induces genotoxicity in HEK293T cells with luciferase-tagged ELG1 | HEK293T ELG1-luciferase reporter, luminescence, 16 h | Potency, µM (series often up to 46 µM), for the others: top-dose activity change, positive = activation, actives largely listed as activators | hit rate 1.3% among 330,000 | AID 504466; further: % of control where 0% means no effect; nearly all actives have a fitted effect of over 60% in size
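Luminescence read-out: rising ELG1-luciferase signal, reflecting elevated ELG1 protein under genetic stress, flags genotoxic compounds. Cells were treated for 16 hr at 37 °C before ONE-Glo detection.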
FLuc modulator: inhibits or activates purified firefly luciferase, miR-21 counter-screen; hit rate 6.9% among 360,000; purified FLuc, Km substrates, luminescence inhibition; P08659; Potency, µM (doses to about 57.5 µM), inactives show at the highest dose activity change, negative = inhibition, hits mostly inhibitors;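 further: plate controls were vehicle for no effect and reference inhibitor for full effect; nearly all actives have a fitted effect of over 55% in size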
Target sequence (P08659 whole entry, looked up): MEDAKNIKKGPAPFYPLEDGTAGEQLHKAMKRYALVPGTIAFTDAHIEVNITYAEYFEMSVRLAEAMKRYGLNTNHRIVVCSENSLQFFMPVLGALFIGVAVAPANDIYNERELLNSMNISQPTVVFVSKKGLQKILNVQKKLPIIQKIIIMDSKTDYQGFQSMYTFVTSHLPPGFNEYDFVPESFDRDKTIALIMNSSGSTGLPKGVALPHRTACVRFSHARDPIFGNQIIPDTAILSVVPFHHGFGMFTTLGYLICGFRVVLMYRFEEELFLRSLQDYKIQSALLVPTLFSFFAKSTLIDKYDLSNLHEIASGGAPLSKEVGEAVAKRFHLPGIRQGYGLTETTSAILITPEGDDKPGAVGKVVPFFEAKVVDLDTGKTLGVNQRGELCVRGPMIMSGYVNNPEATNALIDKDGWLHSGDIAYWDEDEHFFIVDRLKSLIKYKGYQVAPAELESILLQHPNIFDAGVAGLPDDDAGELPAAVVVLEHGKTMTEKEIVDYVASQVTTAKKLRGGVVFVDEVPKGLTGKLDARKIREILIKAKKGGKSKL
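Purified P. pyralis luciferase (10nM final) with 10uM D-luciferin and 10uM ATP (Km levels) in 50mM Tris acetate pH 7.5, 10mM Mg acetate, 0.01% Tween-20, 0.05% BSA; qHTS 6-point titration, ~60 µM downward; luminescence read.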
Rab9 promoter act: Rab9 promoter activation; Huh7 Rab9 promoter-luciferase reporter, luminescence, 24 h; Potency, µM (doses to about 9.22 µM), inactives show at the highest dose activation, negative = inhibition, actives largely listed as activators; hit rate 2.8% among 320,000; further: % of control where 0% means no effect; nearly all actives have a fitted effect of over 60% in size
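Luciferase signal after 10 min detection reagent at ambient indicates Rab9 promoter upregulation; stably transfected Huh7 cells were treated 24 h with compound in DMSO at 37 °C, 5% CO2.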
p53 reactivator: re-activators of mutant p53 | H1299 p53-A138V BP100-luciferase reporter, luminescence, 24 h | Potency, µM (top dose mostly 92.2 µM), for the others: at the top dose activity change, positive = activation, hits mostly activators | hit rate 0.063% among 320,000 | AID 504706; further: % of control where 0% means no effect; nearly all actives have a fitted effect of over 45% in size
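p53-null H1299 cells stably carrying temperature-sensitive p53-A138V and a BP100-luciferase reporter were pinned with compounds (4-point, 1:5 series) and held 24 hrs at 37 deg C. Luminescence was read 10 min after detection reagent.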
RORgamma inh: blocks mouse ROR gamma transcriptional activity | hit rate 5.4% among 310,000 | Drosophila S2 Gal4-RORgamma UAS-luciferase reporter, 20 h | Potency, µM (titrated, usually from 53.6 µM), for inactives: at the highest dose activity change, negative = inhibition, most hits filed as inhibitors | P51450; further: on the % scale 0 is the no-effect control and ±100 the full control effect; nearly all actives have a fitted effect of over 60% in size
Target sequence (P51450 whole entry, looked up, the tested form may be a part): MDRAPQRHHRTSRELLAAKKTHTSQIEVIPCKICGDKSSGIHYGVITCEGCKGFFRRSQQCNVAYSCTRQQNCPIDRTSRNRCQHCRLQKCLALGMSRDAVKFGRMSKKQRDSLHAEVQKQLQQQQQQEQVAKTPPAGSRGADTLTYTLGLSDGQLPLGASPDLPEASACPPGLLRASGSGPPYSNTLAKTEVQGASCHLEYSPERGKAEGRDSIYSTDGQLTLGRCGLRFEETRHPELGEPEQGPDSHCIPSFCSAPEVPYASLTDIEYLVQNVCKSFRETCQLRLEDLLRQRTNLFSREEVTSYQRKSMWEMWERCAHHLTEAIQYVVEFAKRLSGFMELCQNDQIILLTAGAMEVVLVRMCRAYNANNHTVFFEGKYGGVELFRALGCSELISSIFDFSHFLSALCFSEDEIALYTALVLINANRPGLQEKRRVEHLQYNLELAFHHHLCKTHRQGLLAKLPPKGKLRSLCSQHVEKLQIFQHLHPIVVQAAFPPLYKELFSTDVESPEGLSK
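Luminescence from a UAS-regulated Photinus luciferase reporter in stably transfected Drosophila Schneider cells is measured; decreased signal marks ROR gamma inhibition. Fusion expression is induced by 700 uM copper sulfate for 20 hr.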
BRCA1 expr act: BRCA1 expression activation | MCF7-BRCA1-FFLuc reporter, luminescence, 48 h; response scale: scaled: vehicle 0%, 10 µM genistein 100% | Potency, µM (doses to about 46.1 µM), inactives show at the highest dose activation, hits mostly activators | hit rate 1.1% among 380,000 | AID 624202; further: nearly all actives have a fitted effect of over 80% in size; some results filed as inactive show a strong effect at the top dose
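Compounds are tested at multiple concentrations on MCF7 BRCA1-luciferase reporter cells seeded at 2000 per well; after 48 h, a single luminescence end-point is taken and curves fitted to the normalized data.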
The depositor's hits bear a star; ? = inconclusive; . = not tested or not shown; [ ] = dose if it differs, or a comment. Unless noted, the call rests on the fitted dose curve; in most records, active means well fitted curve in the direction sought with a large enough effect; inconclusive means small, poorly fitted or top-dose-only effect, or another doubt; inactive means no such curve, though single readings can be large; an effect the other way counts as inactive or inconclusive. Potency means the concentration at half of the fitted maximal effect.

SMILES	Gal4-VP16 FLuc	uPA generation	NPC1 promoter act	MBNL1 CUG block	ELG1 genotoxic	FLuc modulator	Rab9 promoter act	p53 reactivator	RORgamma inh	BRCA1 expr act
COc1ccc(S(=O)(=O)Cc2ccc(C(=O)N3CCN(c4cc(Cl)ccc4C)CC3)o2)cc1	3%	20%	1%	-4%	-12%	1%	-3%	6%	-21%	-40%
N#CCCN(Cc1ccccc1)C(=S)Nc1ccccc1	4%	-5%	-1%	.	1%	2%	1%	14%	-41%	-2%
CC1=Nc2cc(C(=O)O)ccc2Sc2ccc(Br)cc21	3%	-2%	-3%	-18%	0%	1%	0%	-3%	-15%	1%
O=C(NNC(=O)c1cc(-c2cccc(Br)c2)nc2ccccc12)c1csc(N2CCOCC2)n1	.	-1%	4%	.	-26%	-21%	3%	2%	.	-44%
COc1ccccc1C(C)NC(=O)Cc1ccc(S(=O)(=O)N2CCOCC2)s1 (stereo not given)	.	0%	0%	.	1%	3%	-4%	-2%	.	-8%
CCN1CCN(Cc2c(O)ccc3c2O/C(=C\c2ccccc2)C3=O)CC1	-3%	-4%	-3%	?	-6%	-1%	-3%	2%	-3%	0%
COc1ccccc1NCc1ccc([N+](=O)[O-])s1	-6%	5%	-2%	?	6%	0%	-5%	6%	16%	-7%
COc1ccc(NC(=O)CSc2nnc(-c3ccc(C)cc3)n2N)cc1	-12%	.	0%	-2%	2%	5%	-6%	5%	3%	0%
CCC(C(=O)NCc1ccco1)N(C(=O)CNS(=O)(=O)c1ccc(F)cc1)c1ccccc1F (stereo not given)	19%	1%	-5%	-6%	-1%	-1%	-1%	-3%	5%	-21%
Cc1nc(N)c(Br)c(C)c1Br	8%	-8%	-1%	-6%	2%	-13%	-3%	1%	4%	12%
COCCCNC(=O)C1CC(=O)N(c2ccc(C)cc2)C1 (stereo not given)	-1%	.	1%	3%	-1%	5%	-1%	3%	-11%	1%
CCc1cc2c(-c3ccccc3)cc(=O)oc2cc1OC(=O)c1cccs1	-2%	-13%	2%	.	2%	-2%	3%	0%	8%	-7%
COc1ccc(-c2nc(-c3ccncc3)no2)cc1	-13%	-11%	0.5µM*	5%	?	2.1µM*	0.56µM*	14%	-36%	?
CCCc1ccc2oc(C(=O)N3CCN(C4CCS(=O)(=O)C4)CC3)c(C)c2c1 (stereo not given)	-10%	2%	-1%	0%	6%	4%	-3%	-6%	-17%	13%
O=C(NC1CCN(Cc2ccccc2)CC1)c1cccc(S(=O)(=O)Nc2ccc(F)cc2)c1	.	-30%	-21%	.	-4%	3%	-30%	5%	.	-21%
COc1ccc(CC(=O)OCN2C(=O)c3ccccc3C2=O)cc1	1%	4%	-3%	2%	0%	0%	3%	-7%	19%	-1%
CC1CN(C(=O)CCC(=O)N2CCCCC2)c2ccccc2O1 (stereo not given)	8%	6%	-6%	-8%	-3%	1%	2%	8%	0%	37%
COc1ccc(CN(CC(=O)NCC2CCCO2)C(=O)CNS(=O)(=O)c2ccc(C)cc2)cc1 (stereo not given)	-3%	-2%	0%	-10%	0%	1%	-4%	-5%	-11%	-14%
COC(=O)c1c(NC(=O)COc2ccc(Cl)cc2)sc2c1CC(C)(C)NC2(C)C	?	3%	4%	-9%	-18%	-1%	8%	14%	4%	-8%
CCOC(=O)C1CCCN(Cc2cc(Br)c(OC)cc2OC)C1 (stereo not given)	-3%	.	-6%	-1%	-3%	-2%	-6%	2%	-8%	-19%
CCCn1c(CCC(=O)O)nc2cc(S(N)(=O)=O)ccc21	-17%	5%	-4%	-7%	1%	0%	-1%	-2%	-22%	18%
CCCCn1c(N)c(N(CC(C)C)C(=O)C2CCCN(C(=O)c3ccc(Cl)cc3)C2)c(=O)[nH]c1=O (stereo not given)	.	3%	-3%	.	2%	2%	-1%	2%	.	-19%
COc1ccccc1Oc1ccc2c(c1)C(=O)N(c1cccc3ncccc13)C2=O	10µM*	-9%	-6%	.	-1%	-18%	-8%	4%	?	-3%
CCOc1ccc2nc(NC(=O)c3ccc(OCC4CCCO4)cc3)sc2c1 (stereo not given)	?	-9%	27%	?	-1%	2.7µM*	16%	?	?	71%
CCOC(=O)Cc1nnc(Nc2ccc(C(=O)NC)cc2)c2ccccc12	-2%	-1%	1%	?	-15%	-3%	-4%	-3%	-20%	0%
COc1ccc(NC(=O)c2cc(-c3ccc(OC)c(OC)c3)nc3ccccc23)c(OC)c1	0%	4%	14%	11%	0%	7.6µM*	18%	5%	10%	-32%
CCCCC(=O)Nc1cccc(-c2nn3c(C)nnc3s2)c1	8%	-6%	-2%	-2%	15%	-1%	-9%	-12%	-4%	-42%
O=C(C1CCC1)N1CCc2cc(S(=O)(=O)NCCCN3CCCCC3)ccc21	4%	2%	-1%	-12%	-2%	7%	3%	0%	-1%	4%
COc1ccc(NC(=O)c2ccc(S(=O)(=O)N3CCCCC3)cc2)cc1OC	.	-8%	.	.	1%	.	.	-6%	.	-3%
CCS(=O)(=O)NCCCCc1ccccc1	5%	1%	3%	2%	-4%	4%[2.3 µM]	5%	-1%	-6%	27%
CCc1ccc(CNC(=O)Cn2nc(-c3ccccc3)ccc2=O)cc1	21%	1%	-1%	21%	-7%	?	2%	2%	0%	-2%
CC1CCN(c2c(NCC3CCC(C(=O)N4CCc5ccccc5C4)CC3)c(=O)c2=O)CC1 (stereo not given)	3%	-5%	-2%	10%	-1%	2%	0%	-4%	-17%	8%
C[C@@H]1CN([C@@H](C)CO)C(=O)c2cccc(NS(=O)(=O)c3ccc(F)cc3)c2O[C@H]1CN(C)C(=O)NC1CCCCC1	.	6%	.	.	1%	.	.	-3%	.	-7%
CC(C)(C)/C=N/NC(=O)CNC(=O)c1ccc2c(c1)OCCO2	-2%	0%	-4%	-14%	-1%	0%	0%	16%	6%	7%
COc1ccc(CNCC(O)(c2ccccc2)c2ccccc2)cc1	?	3%	3%	3%	-5%	-2%	-7%	6%	35%	0%
Cc1cccc(C(=O)NCCN(C)C)c1	-3%	0%	0%	12%	0%	1%	-3%	1%	-21%	-5%
Cn1cc(SCC(=O)NC2CCCCC2)c2ccccc21	-2%	5%	-3%	-2%	1%	1%	1%	6%	40%	3%
O=C(NNC1=NCCC1)c1cccc(Br)c1	?	3%	5%	-2%	-2%	-5%	10%	22%	?	1%
Cc1cc(C)nc(SC2=CS(=O)(=O)c3ccccc32)n1	29%	-7%	-8%	-6%	-44%[inhibitor]	-12%	-5%	-39%[inhibitor]	-36%	-58%
CC12CN(C(=O)c3ccccc3)C3(C#N)CC1CCC23C (stereo not given)	-10%	-5%	1%	-5%	1%	2%	-2%	1%	24%	-31%
Cc1ccc(C(=O)N/C(=C/c2cccs2)C(=O)NCCc2c[nH]c3ccccc23)cc1	-6%	-3%	0%	.	-2%	-9%	-2%	-2%	?	-36%
CCN(CCCNC(=O)Cn1ncc2c([nH]c3ccccc32)c1=O)Cc1ccccc1	3%	6%	1%	0%	0%	1%	-5%	5%	-1%	-59%
O=C(O)CC1(CC(=O)NCc2csc(-c3cccs3)n2)CCCCC1	-13%	15%	-1%	.	-1%	4%	-2%	3%	2%	22%
Nc1nc(CSc2nnnn2-c2ccccc2)nc(N2CCCc3ccccc32)n1	-9%	-5%	-1%	?	-6%	-6%	-1%	-14%	-3%	-76%
COc1ccc(N2CCN(c3nc4ccccn4c(=O)c3/C=C(\C#N)S(=O)(=O)c3ccccc3)CC2)cc1	1%	8%	0%	3%	3%	1%	0%	4%	11%	0%
COc1ccccc1NCC(=O)N/N=C/c1c(O)ccc2ccccc12	2.8µM*	?	-32%[inhibitor]	3%	?	?	-22%	-1%	0.89µM*	-81%
Cc1cc(Nc2ccccc2)nc(-c2ccccc2O)n1	-2%	-2%	16%	-4%	1%	0%[2.3 µM]	16%	?	42%	25%
CCN(CC)C(=O)c1sc(NC(=O)Cc2cccs2)c(C#N)c1C	4%	-3%	1%	0%	-1%	-19%	-7%	-3%	-26%	-3%
O=C(COC(=O)C1CCC1)Nc1ccc(Oc2ccccc2)cc1	2%	.	1%	0%	6%	?	-6%	-1%	?	4%
CCOC(=O)/C(CCC[N+](C)(CC)CC)=N\O	2%	8%	1%	-15%	1%	4%	-9%	9%	-5%	4%
O=C(N/N=C\c1cccs1)c1ccccc1-n1cccc1	-14%	1%	10%	?	2%	-5%	8%	2%	-24%	0%
C/C(CC(=O)Nc1cc(C)ccn1)=N\NC(=O)c1cccc(F)c1	5%	2%	-3%	3%	26%	3%	-1%	?	-29%	26%
CCOC(=O)N1CCC(NC(=O)C2CCCN(S(=O)(=O)c3ccc4c(c3)oc(=O)n4C)C2)CC1 (stereo not given)	-1%	5%	0%	1%	-4%	0%	0%	-4%	10%	5%
CN(c1ccccc1)S(=O)(=O)c1ccc(C(=O)N2CCN(c3ccccc3Cl)CC2)cc1	.	?	.	.	-3%	.	.	-3%	.	-1%
